# Compound activity from PubChem.
# GSIS activator: primary screen for activators of insulin secretion dependent on glucose, INS-1E cells, GLuc reporter luminescence. INS-1E GLuc reporter insulin secretion, 2-3 h. activation, % at 16.6 µM. 0.61% of 370,000 active. AID 743287;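 active = lowest replicate activation of at least 40%, so every replicate reaches that level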;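 note: 0% = median of neutral control wells and 100% = median of IBMX positive control wells; some compounds called inactive have numbers as strong as hits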
# RAD54 branch: RAD54 (human) branch migration inhibition | 0.14% of 360,000 active | Q92698 | RAD54 Holliday junction branch migration, FAM/BHQ fluorescence | inhibition, % at 10.4 µM;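 active = mean normalized replicate activity at least 40 and at least half of replicates scoring 40 or more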;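 note: 0% = median of neutral control wells and 100% = median of positive control wells; inhibitors cause a drop in the FAM fluorescence signal; in these data hits start at about 50%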
# ARNT TACC3 PPI: disrupts binding between human ARNT and TACC3; AlphaScreen His-ARNT PAS-B/GST-TACC3 binding, luminescence; TACC3 fragment carries E629A point mutation; inhibition, % at 9.99 µM; 0.66% of 390,000 active; AID 623870;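 active = mean inhibition of replicates at least 50% and at least half of replicates each reaching 50%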;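 note: 0% = complete ARNT plus TACC3 wells and 100% = ARNT alone without TACC3; many hits fall short of the cut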
# ERAP1 inh: inhibitors of human ERAP1 aminopeptidase. Q9NZ08. recombinant ERAP1, Leu-AMC fluorescence, 60 min. inhibition, % at 10.7 µM. 0.15% of 340,000 active. AID 652197;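 active = mean replicate inhibition of at least 30%, or all replicates individually reaching that 30% level; inactive = mean below 30% and not every replicate reaching it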;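 note: 0% = neutral control wells and 100% = L-leucinethiol positive control wells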
# RAD52 anneal inh: RAD52 (human) annealing inhibition | P43351 | recombinant RAD52 DNA annealing, FRET fluorescence | inhibition, % at 18.7 µM | 0.46% of 360,000 active;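 active = every replicate showing at least 50% inhibition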
# Target sequence (P43351 whole entry, looked up): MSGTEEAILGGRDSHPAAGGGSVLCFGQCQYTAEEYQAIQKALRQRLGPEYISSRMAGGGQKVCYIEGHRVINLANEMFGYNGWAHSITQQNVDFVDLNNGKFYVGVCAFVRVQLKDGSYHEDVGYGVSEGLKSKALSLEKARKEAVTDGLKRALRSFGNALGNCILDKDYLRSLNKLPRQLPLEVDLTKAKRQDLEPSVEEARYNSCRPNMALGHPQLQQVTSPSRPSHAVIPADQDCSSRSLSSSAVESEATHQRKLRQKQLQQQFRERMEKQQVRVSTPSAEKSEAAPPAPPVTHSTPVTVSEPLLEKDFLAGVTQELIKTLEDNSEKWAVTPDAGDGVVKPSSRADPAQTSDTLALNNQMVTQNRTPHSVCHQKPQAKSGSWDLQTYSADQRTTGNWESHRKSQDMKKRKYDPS
# XiGFP reactiv: activators of X-chromosome reactivation in mouse fibroblasts; AID 743238; 0.055% of 360,000 active; XiGFP mouse fibroblasts, % GFP-positive cells imaging, 3 d; cells co-treated with 5-aza-dC sensitizer; scaled so ellipticine positive control = 100%; activation, % at 7.58 µM;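 active = mean normalized replicate activation at least 10% and every replicate at or above 10%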;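 note: 0% = median of on-plate neutral control wells and 100% = ellipticine 6 µM median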
#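 assay system = SV40-immortalized XiGFP fibroblast cells, line 68-5-11 | buffer or medium = DMEM plus 5-aza-dC sensitizer | doses = single-point pinned compound dosing | times = 3-day compound exposure, then 15 min fixation at room temperature | benchmarks = positive control ellipticine, 6 µM final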
# esBAF inh: blocks esBAF chromatin remodeling in mouse ES cells. Bmi1-luciferase knock-in reporter, 24 h; 100% = twice the neutral-well signal. 2% of 350,000 active. reporter increase, % at 12.5 µM; in the data active = activation above about 40%;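 note: 0% = median of the plate's neutral control wells and 100% = double that signal; a rise in the Bmi1 reporter signal indicates esBAF inhibition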
# F508del corr: CFTR F508del correction in bronchial cells | CFBE cells, YFP halide quenching; stimulated with forskolin plus potentiator P3; % fluorescence drop versus neutral controls | activity (quench increase), % at 7.58 µM | 0.36% of 350,000 active | AID 720511;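 active = mean added fluorescence quench of at least 8% versus neutral control, with both replicates also reaching 8%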;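 note: cells transiently co-express mutant CFTR-F508del with the halide-sensitive YFP; corrector assay measuring rescue of mutant channel to the surface after 24 h compound exposure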
# * marks the source's active call; other numbers are inactive results; nt = not tested or not shown.
# Second line of a record: F508del corr	ARNT TACC3 PPI	GSIS activator	RAD54 branch	esBAF inh	XiGFP reactiv	ERAP1 inh	RAD52 anneal inh
Cc1cccc(OCCSc2nc3ccccc3n2CCC(=O)O)c1
 : 3.2	-6	0	-9	-4	0.0	0	2
Cc1cccc(C)c1NC(=O)C(c1ccc(C(F)(F)F)cc1)n1c(=O)c(-c2ccccc2)nc2ccccc21 (stereo not given)
 : -0.6	nt	23	nt	nt	0.2	2	-3
C[C@@H]1CN([C@@H](C)CO)C(=O)c2cc(NS(=O)(=O)c3ccc(Cl)cc3)ccc2O[C@H]1CN(C)C(=O)Nc1ccccc1
 : -2.8	-1	-7	-11	0	0.0	1	13
CCCCC(=O)Nc1cccc(-c2nn3c(C)nnc3s2)c1
 : nt	-9	-12	6	-5	nt	nt	nt
COc1ccccc1CC(=O)NN1C(=O)c2ccccc2C1=O
 : nt	0	-5	nt	nt	-0.1	3	-15
C=CCn1c(SCCOc2ccc(OC)cc2)nnc1C(NC(=O)c1ccc(OC)cc1)C(C)C (stereo not given)
 : nt	0	-33	13	1	nt	nt	nt
COc1ccc(Cl)cc1NC(=O)C/C(C)=N/NC(=O)Cc1ccccc1
 : -2.9	23	-8	nt	nt	0.1	2	-26
COc1cc2c(cc1OC)[N+]([O-])=C(c1ccccc1)C2=O
 : -0.8	nt	4	nt	nt	0.2	1	-15
COc1ccc(C2/C(=C(/O)c3ccccc3)C(=O)C(=O)N2c2ncccn2)cc1OC (stereo not given)
 : nt	-7	1	-10	nt	0.0	nt	nt
CCOC(=O)COc1cccc(C2NC(=O)c3ccccc3O2)c1 (stereo not given)
 : 0.5	nt	4	2	-3	0.0	2	-6
O=C(CCN1CCCCC1)N[C@@H]1CC[C@H](CCNS(=O)(=O)c2ccc(Cl)cc2)O[C@@H]1CO
 : 3.2	11	-24	-1	1	0.1	1	10
Cc1cc(C)cc(C(=O)N(CCc2ccccc2)C2CC3CCC(C2)N3C)c1 (stereo not given)
 : 0.8	-2	30	6	-2	0.0	5	-8
O=C(CCN1CCCCC1)NCC[C@H]1CC[C@H](NS(=O)(=O)c2cccc(F)c2)[C@@H](CO)O1
 : 0.5	17	9	2	-2	-0.7	-3	2
O=c1cc[nH]c2cc(Cl)ccc12
 : 0.8	-6	7	-6	-6	0.1	-3	-3
CC(C)(C)c1csc(NNC(=O)c2ccc(Br)cc2)n1
 : 3.9	12	-4	nt	nt	-0.1	3	-28
CC(C)COc1nc2ccccc2nc1C(C#N)C(=O)NC1CCCCC1 (stereo not given)
 : nt	6	-16	-97	-5	nt	nt	nt
CCc1ccc(OCC(=O)N2CCN(c3ccccn3)CC2)c(Br)c1
 : -4.4	5	-34	14	1	0.0	-3	8
O=C(C[C@H]1CC[C@H]2[C@@H](COC[C@H](O)CN2Cc2ccc(Oc3ccccc3)cc2)O1)N1CCOCC1
 : -2.7	0	-6	-3	-1	0.3	0	6
Cc1cc(C)n(C(=O)c2ccc(S(=O)(=O)N3CCOCC3)cc2)n1
 : -0.4	0	-5	nt	nt	nt	1	-1
O=C1CC(c2ccco2)CC(O)=C1C=NCCN1CCN(C(=S)Nc2ccccc2)CC1 (stereo not given)
 : 0.4	2	nt	nt	nt	0.0	nt	-24
CCCN(C)C[C@H]1OCc2cnnn2CCCC(=O)N([C@@H](C)CO)C[C@@H]1C
 : 0.0	0	5	7	-2	-0.6	-2	10
CCC(Cc1ccccc1)NS(=O)(=O)c1c(C)nc2sccn2c1=O (stereo not given)
 : -0.7	-5	nt	1	-8	0.0	2	6
COc1ccccc1NC(=O)N[C@H]1CC[C@@H](CCn2cc(-c3cccnc3)nn2)O[C@@H]1CO
 : -3.6	1	-8	-2	2	0.1	-1	4
CO[C@@H]1CC[C@H]2CCN(C)C(=O)C[C@@H](c3ccccc3)CN(C)C(=O)c3cccc(C#N)c3OC[C@@H]1O2
 : nt	-5	10	-1	0	0.1	-1	-13
C[C@@H](NC(=O)C[C@H]1C=C[C@@H](NC(=O)Nc2ccc3c(c2)OCO3)[C@H](CO)O1)c1ccccc1
 : -3.8	-2	1	1	-4	-0.4	-1	1
Cc1[nH]c2ccccc2c1C(=O)/C=C/c1ccccc1Cl
 : nt	-5	nt	-5	nt	0.0	0	-9
CC(C#N)(NC(=O)COC(=O)c1ccccc1NCCO)C1CC1 (stereo not given)
 : -1.0	1	11	nt	-3	0.2	-16	-1
CCC(=O)c1ccc(OCC(=O)N2CCN(c3ncccn3)CC2)cc1
 : 1.1	-10	12	-3	-4	0.0	-1	5
Cc1ccc(NC(=O)Cn2nc(C)c(S(=O)(=O)N(C)C)c2C)cc1
 : 2.2	nt	-6	nt	-4	0.3	4	-4
COCCNC(=O)C[C@@H]1C[C@H]2c3cc(NC(=O)c4ccc5c(c4)OCO5)ccc3O[C@H]2[C@H](CO)O1
 : -1.4	-6	8	-4	3	0.0	0	17
COc1ccc(Cn2cc(CN3CC(N4CCCCC4)CS3(=O)=O)nn2)cc1 (stereo not given)
 : 1.0	nt	21	nt	nt	0.0	nt	-14
O=C(CC1Sc2ccccc2NC1=O)Nc1cccc(C(=O)O)c1 (stereo not given)
 : -2.6	-1	nt	-6	4	0.0	-2	13
COc1cccc(-c2onc3ccc(C4(C)OCCO4)cc23)c1
 : 0.0	6	-2	6	6	0.0	0	-25
NS(=O)(=O)c1ccc(CCNC(=O)/C=C/c2ccc([N+](=O)[O-])cc2)cc1
 : -0.2	-3	-7	nt	nt	0.1	3	-16
CC(OC(=O)c1n[nH]c2ccccc12)C(=O)Nc1ccccc1[N+](=O)[O-] (stereo not given)
 : -2.5	3	-14	-4	34	0.0	1	-9
O=C(O)/C=C\C(=O)N1CCc2ccccc21
 : nt	-4	nt	nt	nt	-0.5	-3	1
N#Cc1ccc(-c2ccc([C@@H]3[C@@H](CO)N4C(=O)CN(C(=O)C5CCCCC5)C[C@@H]34)cc2)cc1
 : 3.4	nt	17	nt	nt	0.1	0	12
CCN(CCCNC(=O)CSc1cc(=O)n(C)c2cc(Cl)ccc12)Cc1ccccc1
 : nt	4	8	nt	nt	0.0	5	-14
Cc1ccc(C(=O)NCc2ccncc2)cc1S(=O)(=O)Nc1cccc(C)c1C
 : 1.1	nt	-8	-15	-2	0.0	-1	-10
CCc1nc2ccc(C(=O)N(CC)CCN(C)C)cn2c1N(C=O)CCC(C)C
 : 2.5	nt	9	2	-7	0.1	-2	-5
COc1ccc(C(Nc2ccccn2)c2oc(CO)cc(=O)c2O)cc1 (stereo not given)
 : nt	nt	-1	nt	-2	0.0	5	-17
O=C(Nc1ccc(SC(F)F)cc1)C12CCC(CC1)C2
 : -1.4	nt	15	-7	56*	0.2	0	-13
COc1ccc(CN(C)C[C@@H]2Oc3c(NS(C)(=O)=O)cccc3C(=O)N([C@@H](C)CO)C[C@@H]2C)cc1
 : -0.9	13	13	-3	-1	0.0	-3	-10
O=C(N/N=C/c1ccc(N2CCOCC2)cc1)C1CC1
 : nt	nt	6	2	14	0.3	-3	-12
CCCNC(=O)N1C[C@@H]2[C@H](c3ccccc31)[C@H](CO)N2C(=O)c1ccccc1
 : -2.0	-7	0	-1	2	0.1	nt	-5
S=C(NCCCN1CCOCC1)Nc1ccc(Cl)cc1Cl
 : nt	-4	-15	nt	nt	0.0	3	-8
C[C@@H]1CN([C@@H](C)CO)C(=O)c2cccc(NC(=O)CCCCCC(=O)Nc3ccccc3N)c2O[C@H]1CN(C)C(=O)Nc1ccc(C(F)(F)F)cc1
 : -2.9	nt	-5	nt	nt	0.2	-1	-10
COc1ccc(OCC(=O)Nc2ccc3c(c2)nc(CCN2CCC(C)CC2)n3C)cc1
 : 2.9	-5	7	nt	nt	0.1	0	6
C[C@H]1CCCCO[C@@H](CN(C)C)[C@@H](C)CN([C@@H](C)CO)C(=O)c2cc(NS(=O)(=O)c3ccc(F)cc3)ccc2O1
 : 2.3	-1	0	1	-6	-0.1	-3	8
O=C(Nc1c(-c2ccc(Cl)cc2)[nH][nH]c1=O)c1ccc(Br)cc1
 : -0.9	nt	-6	-4	-3	0.3	-2	-2

# Other entries
# Second line of a record: F508del corr	ARNT TACC3 PPI	GSIS activator	RAD54 branch	esBAF inh	XiGFP reactiv	ERAP1 inh	RAD52 anneal inh
O=C(c1ccncc1)N1C[C@@H]2[C@H](c3ccccc31)[C@H](CO)N2C(=O)CN1CCOCC1
 : -1.0	-9	10	-3	-8	0.0	0	15
O=C(O)c1cc([N+](=O)[O-])ccc1NCc1ccccc1
 : -0.9	2	-14	nt	nt	0.0	3	-10
COc1ccccc1NS(=O)(=O)c1ccc(C(=O)NCC(c2ccco2)N(C)C)cc1 (stereo not given)
 : 3.6	-4	7	11	3	1.4	2	-15
CCOc1ccc(-n2c(SCC(=O)OC)nc3sc4c(c3c2=O)CCN(C)C4)cc1
 : -3.6	24	18	28	5	0.3	4	28
COC(=O)C1CCN(C(=O)COC(=O)c2cc([N+](=O)[O-])ccc2N2CCOCC2)CC1
 : -0.5	-14	nt	5	-8	0.0	5	-10
CCOC(=O)[C@]12CCCC=C1N(Cc1ccco1)C(=O)[C@H](CC(=O)NCc1ccc(OC)c(OC)c1)C2
 : 0.3	nt	4	nt	nt	0.1	nt	-7
O=C1NN=C(c2ccccc2)CC1c1ccc(Cl)cc1Cl (stereo not given)
 : 3.5	-6	23	nt	1	0.0	0	-2
O=C(O)CCCNC(=O)/C(=C\c1ccccc1F)NC(=O)c1ccccc1
 : 0.0	-14	-2	nt	nt	0.0	1	-13
COc1ccc(CN(C)C(=O)CSc2nnc(C3CC3)n2C2CC2)cc1
 : -9.4	-6	2	nt	nt	-0.1	4	-9
O=C1NC[C@H](CCCCN2CCN(CCc3ccccc3)C(=O)C2=O)N(CCc2ccc(O)cc2)C1=O
 : 0.1	nt	22	nt	nt	0.1	nt	-9
O=S(=O)(O)CCN1CCOCC1
 : nt	-5	1	2	-7	nt	nt	nt
Cc1c(C(=O)c2ccc(F)cc2)c2ccccn2c1CCc1ccccn1
 : -1.2	12	-15	nt	nt	0.0	1	-4
CC(C)C[C@H](NC(=O)c1nc[nH]c1C(=O)N1CCN(c2ccccc2)CC1)C(=O)OCc1ccccc1
 : 2.0	1	nt	-4	15	-0.3	-2	-29
CCN(CC(=O)Nc1ccc(S(=O)(=O)N2CCCC2)cc1)CC(=O)Nc1cccc(OC)c1
 : 2.5	-3	-9	nt	-13	-0.1	1	2
O=C(O)c1cc2c(N3CCC(Cc4ccccc4)CC3)ncnc2s1
 : 1.7	-8	10	nt	-5	0.0	5	-12
O=C(C[C@@H]1C[C@@H]2c3cc(NC(=O)CC4CC4)ccc3O[C@@H]2[C@H](CO)O1)NCc1ccncc1
 : -0.6	-4	17	-10	-1	0.3	-3	-3
Cc1ccc(S(=O)(=O)c2c(N)n(CC3CCOC3)c3nc4ccccc4nc23)cc1 (stereo not given)
 : nt	-16	-4	-14	0	nt	nt	nt
O=C(NC1CCCCCC1)c1ccc(CS(=O)Cc2ccccc2Cl)o1 (stereo not given)
 : 3.3	2	-41	2	5	0.0	3	-10
COCC(=O)N1CCC(n2nnc3cc(C(F)(F)F)ccc32)CC1
 : nt	-2	-10	nt	-4	0.2	nt	nt
CO[C@H]1CN(C)C(=O)c2ccc(NC(=O)C3CC3)cc2OC[C@@H](C)N(Cc2cc(F)ccc2F)C[C@@H]1C
 : 4.3	0	-10	1	0	0.2	2	6
O=C(CCC(=O)N1CCSc2ccccc21)NCCc1ccccc1
 : 1.5	3	-3	-6	-9	0.2	6	-7
